Bioassay records as filed in PubChem BioAssay.
V1R ag counter = activates human V1a receptor in oxytocin agonist counter-screen | P37288 | CHO-V1R cells, Fluo-8 calcium fluorescence, agonist mode; 0% DMSO, 100% 3 nM vasopressin | activation, % at 3 µM | 320,000 tested, 0.25% active;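 active = activation above the mean activation of all tested compounds plus 3 SD, per screening run, cut at about 20% in these data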;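 note: signal is peak over basal fluorescence ratio across a 100 second FLIPR read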
TAAR1 antag = human TAAR1 antagonism. Q96RJ0. CHO RD-HGA16 TAAR1, Fluo-8 calcium fluorescence, antagonist. inhibition, % at 3 µM. 360,000 tested, 1.5% active;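 active = inhibition above a per-plate cutoff, the mean inhibition of test compounds on that plate plus 3 SD, cut at about 49% in these data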;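 note: 0% = DMSO plus EC80 beta-PEA response and 100% = DMSO alone without agonist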
Target sequence (Q96RJ0 whole entry, looked up): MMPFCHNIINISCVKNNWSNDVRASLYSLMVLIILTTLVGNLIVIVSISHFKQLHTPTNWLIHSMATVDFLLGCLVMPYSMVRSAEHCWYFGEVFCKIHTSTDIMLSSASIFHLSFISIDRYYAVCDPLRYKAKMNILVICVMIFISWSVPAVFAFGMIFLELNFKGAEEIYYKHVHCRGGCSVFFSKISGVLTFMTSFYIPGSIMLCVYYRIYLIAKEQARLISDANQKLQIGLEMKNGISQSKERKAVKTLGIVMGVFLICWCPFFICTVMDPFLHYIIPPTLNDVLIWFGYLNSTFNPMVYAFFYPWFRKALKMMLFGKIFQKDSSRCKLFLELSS
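System: RD-HGA16 CHO cells with stable hTAAR1 and Gα16 | Probe or stimulus: EC80 β-phenethylamine stimulus | Dosing: 3 µM, single point | Times: Dye loading 75 min at 37 °C, then 30 min room temperature | Measured by: Fluo-8 calcium-sensitive fluorescence | Read-out basis: % inhibition of agonist calcium response | Replicates: n of 1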
M1 PAM = human CHRM1 positive allosteric modulation; CHO-K1 hM1, Fluo-8 calcium fluorescence, ACh EC20; 0% = ACh EC20, 100% = maximal ACh; activation, % at 3 µM; 360,000 tested, 0.088% active; in the data active = activation above about 19%, passing the limit was not always enough
M1 ag = activates human CHRM1 receptor | P11229 | CHO-K1 hM1, Fluo-8 calcium fluorescence, agonist mode; 0% DMSO, 100% acetylcholine EC100 | activation, % at 3 µM | 360,000 tested, 0.33% active | AID 588814;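 active = activation above the run's mean compound activation plus 3 SD, cut at about 16% in these data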;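 note: peak over basal fluorescence ratio within a 140 s kinetic read after compound addition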
OXTR potentiate = potentiators of human oxytocin receptor | CHO-OTR cells, Fluo-8 calcium fluorescence, potentiator mode; 0% = oxytocin EC15, 100% = EC100 | activation, % at 3 µM | P30559 | 320,000 tested, 0.061% active;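 active = activation above that plate's cutoff, the mean activation of tested compounds plus 3 SD, cut at about 6.6% in these data, passing the limit was not always enough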;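 note: 100% uses oxytocin at 75 nM as the full agonist control; some results filed as inactive read as strong as hits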
Target sequence (P30559 whole entry, looked up): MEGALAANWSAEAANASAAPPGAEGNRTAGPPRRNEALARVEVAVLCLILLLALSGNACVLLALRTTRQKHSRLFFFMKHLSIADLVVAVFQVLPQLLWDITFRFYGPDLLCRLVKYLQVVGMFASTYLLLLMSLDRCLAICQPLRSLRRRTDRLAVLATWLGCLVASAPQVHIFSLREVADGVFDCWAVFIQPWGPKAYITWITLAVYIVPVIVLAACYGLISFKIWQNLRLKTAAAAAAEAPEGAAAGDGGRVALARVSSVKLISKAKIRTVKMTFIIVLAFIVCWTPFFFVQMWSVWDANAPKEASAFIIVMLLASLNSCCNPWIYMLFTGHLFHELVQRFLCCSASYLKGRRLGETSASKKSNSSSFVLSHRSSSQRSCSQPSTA
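System: human OTR in CHO cells; Also added: sub-maximal oxytocin, roughly EC15; Timing: compound 6 min at room temperature before oxytocin, 100 s read; Technique: Fluo-8 intracellular calcium fluorescence, ex 470-495, em 515-575 nm; Controls: oxytocin EC15 low and EC100 high; Replication: singlicate.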
OXTR ag = agonists of human oxytocin receptor; activation, % at 3 µM; CHO-OTR cells, Fluo-8 calcium fluorescence; normalized: DMSO 0%, oxytocin 100%; 320,000 tested, 0.32% active; P30559; AID 2435;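 active = activation above the mean of all tested compounds plus 3 SD, cutoff set per screening run, cut at about 20% in these data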;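 note: peak over basal fluorescence ratio from a 100 s FLIPR kinetic read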
TAAR1 agonist = agonists of human TAAR1. Q96RJ0. 360,000 tested, 0.99% active. AID 624467. CHO RD-HGA16 TAAR1, Fluo-8 calcium fluorescence; vehicle wells 0%, saturating PEA agonist 100%. activation, % at 3 µM;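 active = activation above the mean activation of all test compounds in the run plus 3 SD, cut at about 38% in these data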
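Repeats: no replicates (n 1) | Material: CHO-derived RD-HGA16 cells with stable Gα16 and human TAAR1 | Technique: Kinetic Fluo-8 calcium fluorescence | Schedule: 17-24 h seeding, 75 min 37 °C dye, 30 min RT | Evaluation: % activation from peak over basal fluorescence ratio, DMSO-to-PEA scaled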
M1 antag = human CHRM1 antagonism; P11229; CHO-K1 hM1, Fluo-8 calcium fluorescence, ACh EC80 antagonist; inhibition, % at 3 µM; 360,000 tested, 1.3% active;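 active = percent inhibition above its own plate's cutoff, namely the mean of that plate's compound wells plus 3 SD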;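 note: peak over basal fluorescence ratio during 140 s after agonist addition; 0% = ACh EC80 plus DMSO and 100% = DMSO alone without agonist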
CHO parental Ca = counter-screen: ATP calcium response change in parental CHO cells; parental CHO-K1, ATP-induced calcium, Fluo-8 fluorescence; 330,000 tested, 0.63% active; inhibition, % at 5.6 µM; AID 463079;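 active = inhibition above that plate's mean sample inhibition plus 3 SD, cut at about 26% in these data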;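 note: 0% = ATP-challenged DMSO wells and 100% = DMSO wells without ATP; some compounds past the cut are filed as inactive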
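Material: Parental CHO cells | Reagent: ATP | Compound dosing: Single nominal dose of 5.6 µM per compound | Detection: Intracellular calcium via Fluo-8 no-wash fluorescent dye | Read-out: % inhibition of ATP-induced calcium mobilization | Benchmarks: Low control ATP plus DMSO, high control DMSO only | Replicates: Singlicate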
* hit, by the source's call; . = no result given.

SMILES	V1R ag counter	TAAR1 antag	M1 PAM	M1 ag	OXTR potentiate	OXTR ag	TAAR1 agonist	M1 antag	CHO parental Ca
O=c1oc2ccc3ccccc3c2cc1-c1nc2ccccc2o1	-0.2	4	8	-4	-2	-0.2	6	-5	5
COc1ccc(N2CCN(C(=O)c3ccc(S(=O)(=O)N4CCCCCC4)cc3)CC2)cc1	.	-7	-2	-8	.	.	0	2	.
O=C(c1cccc([N+](=O)[O-])c1)c1ccc2c(c1)C(=O)NC2=O	2.0	8	2	-2	-22	-0.7	5	4	10
Fc1ccc(CSc2ncnc3ccccc23)cc1	-0.5	-14	3	-2	-14	-2.2	10	-6	-11
CC(=O)Nc1ccc(OCC(O)Cn2cnc3ccccc32)cc1 (stereo not drawn)	1.1	-6	5	-2	-6	2.7	0	-7	-4
O=C1NC2c3ccccc3C(=O)N2c2c1cnn2-c1ccccc1 (stereo not drawn)	0.0	-14	0	-1	-1	-0.3	4	-9	5
CN1CCN(NC(=O)C2CC2)CC1	0.8	0	9	-2	-3	0.4	0	-10	1
COCC(=O)Nc1nnc(SCC(=O)N2C(C)CCCC2C)s1 (stereo not drawn)	0.3	-16	7	-4	-8	0.7	4	-8	8
Cc1ccccc1Nc1c([N+](=O)[O-])cncc1[N+](=O)[O-]	0.0	-20	24	5	6	-1.1	-1	-14	-5
COC(=O)C1C/C(=N\NS(=O)(=O)c2ccc(C)cc2)c2sccc2C1 (stereo not drawn)	-0.3	-11	6	-4	1	-2.2	0	-10	-12
CC(C)C(NC(=O)c1ccccc1)C(=O)N1CCN(C/C=C/c2ccccc2)CC1 (stereo not drawn)	0.4	-13	-6	-3	0	-0.9	1	5	-23
O=[n+]1c2c(n([O-])c3cc(F)c(F)cc31)CCCC2	1.8	24	-10	-3	-3	0.2	0	5	-11
CCOC(=O)CSCc1cn2cc(Cl)ccc2n1	0.0	.	12	-5	-7	-0.2	.	-8	-4
COCCN(C(=O)COC(=O)c1cnc(C)cn1)c1c(N)n(Cc2ccccc2)c(=O)[nH]c1=O	0.0	-9	12	1	-6	0.6	1	-12	-3
CCN(CCCNC(=O)CC(C(=O)N1CCc2ccccc21)n1ccnc1)c1cccc(C)c1 (stereo not drawn)	-1.2	-16	4	-9	-2	-1.4	3	-9	-26
Nc1ncc(CCN2CCOCC2)c(-c2ccc(F)cc2)n1	0.5	23	-3	-5	0	-0.1	1	3	-2
Cc1ccc(Cn2nnc3c(=O)[nH]c(C4CCN(S(=O)(=O)c5ccc(S(=O)(=O)NC6CC6)cc5)CC4)nc32)cc1	1.6	7	5	-10	-7	1.0	4	-14	-9
Cc1cc(C)cc(N(CC(=O)Nc2ccccc2-c2ccccc2)S(=O)(=O)c2ccccc2)c1	0.4	-2	5	-3	-2	-1.5	3	-4	-12
CCOC(=O)CNC(=S)N(CCCN1CCCC1)Cc1cccs1	0.9	-5	-14	-7	-7	-0.5	4	9	-11
C=CCOc1nc(N2CCCC2)nc(N2CCCC2)n1	-0.4	-10	11	-6	1	-1.9	7	-9	-24
COC(=O)c1ccc2c(=O)n(CCN3CCOCC3)c(SCC(=O)NCc3ccccc3)nc2c1	-1.4	-29	3	-4	0	-1.2	-1	3	-4
COC1CCN(C(=O)c2ccc3oc(C(C)C)nc3c2)CC1	-1.2	5	4	-6	-2	-0.3	1	-6	-16
C=CCN(CC=C)c1ccc(N2C(=O)C3CCCCC3C2=O)cc1[N+](=O)[O-] (stereo not drawn)	3.1	13	-13	0	-9	2.9	-2	-3	-12
O=C(NCC1(c2ccccc2)CCCC1)C1(c2ccccc2)CCCC1	0.1	12	6	13	-23	-1.9	23	-16	-35
Cc1ccccc1OCC(=O)NNC(=O)Cc1ccc(S(=O)(=O)N2CCOCC2)s1	-0.8	-2	4	-2	-2	-0.8	0	-7	-15

3 compounds already listed, arranged by the value under M1 ag, falling:
structure	M1 ag
COCC(=O)Nc1nnc(SCC(=O)N2C(C)CCCC2C)s1 (stereo not drawn)	-4
CCOC(=O)CSCc1cn2cc(Cl)ccc2n1	-5
CCOC(=O)CNC(=S)N(CCCN1CCCC1)Cc1cccs1	-7

Further entries.
SMILES	V1R ag counter	TAAR1 antag	M1 PAM	M1 ag	OXTR potentiate	OXTR ag	TAAR1 agonist	M1 antag	CHO parental Ca
CC(C)(C)c1ccc(C2CC2C(=O)N/N=C\c2ccc[nH]2)cc1 (stereo not drawn)	3.7	24	-13	-4	-10	4.1	5	19	21
Cc1cc(Cl)ccc1NC(=O)CCN1C(=O)C2CCCCC2C1=O (stereo not drawn)	0.7	-14	9	0	-3	-1.6	4	-5	-3
CCCCn1c(N)c(N(CCOC)C(=O)c2cc3c(s2)CCC(C)C3)c(=O)[nH]c1=O (stereo not drawn)	-0.9	-7	-1	-3	-9	-2.5	1	7	-22
CN1CCN(c2ccc(NC(=O)COc3ccccc3[N+](=O)[O-])cc2)CC1	1.4	0	12	-16	-12	0.3	13	-7	-22
CCOC(=O)N1CCC(Nc2nc(OC)nc(OC)n2)CC1	0.0	-12	7	-3	-3	0.3	10	-13	-16
CCCCn1ccnc1C(=O)c1cccc(S(=O)(=O)N2c3ccccc3CC2C)c1 (stereo not drawn)	1.8	-22	0	-3	-10	-0.1	0	0	26
COc1ccc(C)cc1NC(=O)C(OC(=O)CNC(=O)c1ccc(Oc2ccccc2)cc1)c1ccccc1 (stereo not drawn)	2.0	17	9	-10	-5	0.1	0	-5	-6
CC(C)(C)CNC(=O)C1(C)CCN1C(=O)Cc1ccc(C(C)(C)C)cc1 (stereo not drawn)	.	-24	12	0	.	.	4	-20	.
CCn1c(=O)c2c3c(sc2n2c(SCc4ccc(F)cc4)nnc12)CCCC3	-1.1	-14	4	-2	-2	-0.5	0	-32	8
CCN1CCN(C(c2cccnc2)c2cc(Cl)c3cccnc3c2O)CC1 (stereo not drawn)	0.2	-5	8	-6	6	1.3	17	0	-13
O=C(CCCSc1nc(-c2ccco2)cc(C(F)(F)F)n1)NCc1cccs1	0.6	-1	10	-4	-13	-1.1	5	-24	-28
CC(C)(C)C(=O)N1CCC(O)(CS(=O)(=O)Cc2ccccc2Cl)CC1	-0.1	-7	5	0	-1	0.7	10	-3	-6
COc1ccc(NC(C)c2cc(Cl)ccc2O)cc1 (stereo not drawn)	-0.7	-13	1	-7	-10	-1.3	7	-11	-9
Cc1cccc(-c2noc(CN(C(=O)/C=C/c3ccccc3Cl)C(C)C)n2)c1	3.1	-7	-4	-7	-9	-0.9	1	-3	-4
O=C(Nc1cccc(S(=O)(=O)NC2=NCCCCC2)c1)c1cc(-c2ccc(Cl)cc2)nc2ccccc12	1.4	33	-5	-5	-14	-0.7	4	20	3
Cn1c(=O)c2c(ncn2CC(=O)N2CCN(c3cccc(Cl)c3)CC2)n(C)c1=O	-1.0	3	5	-4	9	-0.9	6	-31	-13
CCCNC(=O)C1(C)CCCN(Cc2ccc(-c3ccccc3)cc2)C1 (stereo not drawn)	.	-12	-4	-10	.	.	2	-6	.
c1ccc(Nc2nc(NCCN3CCOCC3)nc(Nc3ccccc3)n2)cc1	-0.1	13	10	-4	-6	-1.2	10	-15	-33
O=C(N/N=C/c1ccc(Br)o1)c1cc([N+](=O)[O-])cc([N+](=O)[O-])c1	-0.4	20	8	0	-11	-2.1	1	-5	-17
CC12CN3CC(C)(CN(C1)C3c1ccc(Br)cc1)C2=O (stereo not drawn)	0.4	9	5	-4	-13	-1.3	0	-7	2
O=C(c1ccc(Cl)c([N+](=O)[O-])c1)N1CCN(C(=O)c2ccco2)CC1	1.0	-16	5	-4	-12	0.8	12	-6	-15
CC(=O)NS(=O)(=O)c1ccc(NC(=O)C2C3C=CC(C3)C2C(=O)O)cc1 (stereo not drawn)	0.7	-9	14	-8	-6	2.7	2	-14	-9
O=C(COC(=O)CNS(=O)(=O)c1c(F)cccc1F)NC(=O)NC1CCCCC1	0.0	5	-2	-2	6	1.4	4	9	-9
O=S1(=O)CC(N2CCC(Cc3ccccc3)CC2)CN1C1CCCC1 (stereo not drawn)	.	-16	-2	-4	.	.	2	1	.
CC(=Nc1ccccc1)c1sc2ccccc2c1O	8.7	19	6	-2	-4	15	32	-8	-5

Results in M1 PAM and M1 antag (two entries from above):
Molecule,M1 PAM,M1 antag
CC(=O)NS(=O)(=O)c1ccc(NC(=O)C2C3C=CC(C3)C2C(=O)O)cc1 (stereo not drawn),14,-14
O=C(COC(=O)CNS(=O)(=O)c1c(F)cccc1F)NC(=O)NC1CCCCC1,-2,9

The list continues.
SMILES	V1R ag counter	TAAR1 antag	M1 PAM	M1 ag	OXTR potentiate	OXTR ag	TAAR1 agonist	M1 antag	CHO parental Ca
O=C(Nc1cccc2cccnc12)C1CCCC1	-0.7	-9	13	-6	1	-1.4	-1	-8	-6
O=C(COC(=O)CSc1ccc([N+](=O)[O-])cc1)NCC1CCCO1 (stereo not drawn)	.	-9	7	-2	.	.	4	-10	.
O=C(COc1ccc(Cl)cc1)Nc1nc(-c2ccc(S(=O)(=O)N3CCOCC3)cc2)cs1	3.9	62*	-4	-2	-4	2.0	17	7	16
Cn1c(SCC(=O)Nc2ccc(Cl)cc2)nc(O)cc1=O	0.1	-19	15	-3	-5	-1.4	1	-18	8
COC(=O)[C@@]1(Cc2ccccc2)[C@H]2C(=O)N(C)C(=O)[C@H]2[C@H]2CN=C(SCC3CC3)N21	.	-3	5	-4	.	.	1	-11	-13
CSc1sc(-c2ccnc(SCCS(C)(=O)=O)n2)c(-c2ccccc2)c1C#N	-0.1	-3	5	-4	-6	0.4	2	-8	-6
COCOCCn1cc(CN2CCS(=O)(=O)N(Cc3ccc(-c4ccc(Cl)cc4)cc3)C(C(C)C)C2=O)nn1 (stereo not drawn)	.	-3	2	-1	.	.	0	-3	.
CCc1nc2nc(C)c(NS(=O)(=O)c3ccc(C4CCCCC4)cc3)c(=O)n2[nH]1	0.0	-16	15	4	-7	-0.7	12	-3	2
COc1cccc(OCC(=O)NNC(=O)c2cnccn2)c1	0.3	3	6	-2	-7	0.6	0	-9	-7
O=C(O)c1cc(O)c2c(c1)C(=O)c1cc(O)cc(O)c1C2=O	0.9	-9	3	-2	-1	0.2	1	-10	-9
C/C(=N/NC(=O)CNC(=O)c1ccccc1)c1ccc(C)cc1	-0.6	0	-4	-6	-6	-2.3	3	1	-10
CS(=O)(=O)N1CCN(c2ccccc2NC(=O)c2cccs2)CC1	1.5	2	-3	-3	-23	0.5	4	4	-18
Fc1cccc(Nc2c3c(nc4ccccc24)CCC3)c1	4.4	7	6	-8	-14	4.4	-2	-12	-7
COc1ccc(-c2nc(SC(C)C(=O)NCC3CCCO3)n[nH]2)cc1 (stereo not drawn)	-0.2	-24	-4	-1	4	-1.3	2	19	-18
